# Coupling enz: coupling enzyme interference in Giardia aldolase counter-screen; coupling enzyme system counterscreen, AmpLite Red fluorescence; activity change, negative = inhibition, % at 58.2 µM, hits read low; 290,000 compounds, 0.67% hits; AID 2472; in the data active = activity change below about -30%
#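 Compounds tested against the coupling enzymes alone at 57.5 uM final; readout was AmpLite Red fluorescence (525/598 nm) after 20 min at RT.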
# Giardia kill: kills Giardia lamblia | 340,000 compounds, 0.15% hits | activity change, % at 7.66 µM, hits read low | Giardia lamblia trophozoite viability; in the data active = activity change below about -80%; inconclusive = between about -30% and that limit;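 note: parasites exposed to compound for two days anaerobically before the ATP read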
#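 Trophozoite viability was measured as ATP-dependent luminescence, read 15-30 min after reagent addition. Before that, parasites at 100 cells/well were exposed to compounds for 48 h, anaerobically, at 37 deg C.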
# hERG WT inh: KCNH2 (human, wildtype) channel inhibition | Q12809 | U2OS, BacMam KCNH2, thallium flux FluxOr; active compounds read low | activity change, % at 1.84 µM | 340,000 compounds, 0.37% hits | AID 720551;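 active = maximum activity change below -70%; inconclusive = maximum activity change between -70% and -50%; inactive = maximum activity change above -50%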
# Target sequence (Q12809 whole entry, looked up): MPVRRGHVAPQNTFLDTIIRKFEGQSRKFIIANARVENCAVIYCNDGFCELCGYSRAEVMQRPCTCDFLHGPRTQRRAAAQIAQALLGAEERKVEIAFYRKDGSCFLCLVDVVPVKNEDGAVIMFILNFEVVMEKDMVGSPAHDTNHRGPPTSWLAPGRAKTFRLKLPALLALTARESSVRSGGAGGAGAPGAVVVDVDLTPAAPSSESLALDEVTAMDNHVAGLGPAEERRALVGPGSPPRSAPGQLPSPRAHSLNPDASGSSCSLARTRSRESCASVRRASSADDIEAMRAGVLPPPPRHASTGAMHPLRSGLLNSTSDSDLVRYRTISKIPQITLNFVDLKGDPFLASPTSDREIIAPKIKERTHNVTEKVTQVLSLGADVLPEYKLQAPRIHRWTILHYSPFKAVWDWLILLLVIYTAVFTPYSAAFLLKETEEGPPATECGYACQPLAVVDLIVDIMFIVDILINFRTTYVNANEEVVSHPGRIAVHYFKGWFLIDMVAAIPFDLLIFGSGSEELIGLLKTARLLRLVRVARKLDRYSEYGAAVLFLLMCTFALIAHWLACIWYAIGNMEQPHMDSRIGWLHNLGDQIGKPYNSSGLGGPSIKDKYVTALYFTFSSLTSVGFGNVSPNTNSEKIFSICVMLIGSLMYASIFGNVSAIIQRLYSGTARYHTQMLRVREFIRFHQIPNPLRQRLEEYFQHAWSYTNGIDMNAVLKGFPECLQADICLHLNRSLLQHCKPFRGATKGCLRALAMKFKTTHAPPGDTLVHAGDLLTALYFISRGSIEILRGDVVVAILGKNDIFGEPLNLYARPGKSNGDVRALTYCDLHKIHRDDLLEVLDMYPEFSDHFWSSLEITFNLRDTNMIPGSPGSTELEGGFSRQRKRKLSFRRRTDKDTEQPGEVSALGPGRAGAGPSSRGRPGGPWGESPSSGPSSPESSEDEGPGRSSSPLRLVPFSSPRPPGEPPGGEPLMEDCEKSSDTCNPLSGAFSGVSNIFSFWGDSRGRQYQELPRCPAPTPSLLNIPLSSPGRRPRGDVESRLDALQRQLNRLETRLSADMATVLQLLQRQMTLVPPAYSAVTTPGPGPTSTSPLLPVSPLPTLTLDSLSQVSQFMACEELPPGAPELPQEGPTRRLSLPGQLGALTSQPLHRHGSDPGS
#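 U2OS cells were transduced with wild-type KCNH2 virus (2.03 x 10^8 / mL) for 4 h at room temperature, then cultured overnight at 37 C. Thallium flux was read with FluxOr dye. Rate constants were normalized to DMSO controls.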
# Starred values were filed as active, the others as inactive; ? = inconclusive; . = no result given; & = joins results of further samples; [ ] = remark or other dose. % is set by controls: 0 for no effect and ±100 for the full control effect. An excerpt, so the mix of outcomes need not match the whole.
SMILES,Coupling enz,Giardia kill,hERG WT inh
CC(=O)Nc1ccn(C2CC3OCC(NC(=O)C(Cc4ccccc4)NC(=O)OC(C)(C)C)C3O2)c(=O)n1 (stereo not given),0,-9,.
COc1ccc(C2C=C3CNS(=O)(=O)C3CC2OC(=O)c2ccc(C(F)(F)F)cc2)cc1 (stereo not given),-11,-9,.
Cc1ccc(SCC(CC(C)C)N2CCN(CCc3ccccc3)CCC2=O)cc1 (stereo not given),0,-2,.
COc1cc(C(CC(=O)N2CCOCC2)c2c(OC)cc(OC)c3c(-c4ccccc4)cc(=O)oc23)cc(OC)c1OC (stereo not given),1,-4,.
CC(=O)Nc1ccn(C2OC(C(COC(C)=O)NC(=O)C(COCc3ccccc3)NC(=O)OC(C)(C)C)C(OC(C)=O)C2OC(C)=O)c(=O)n1 (stereo not given),-1,-5,.
COC(=O)CN1C(=O)[C@@H]2[C@H](C1=O)[C@@H]1CC(C(=O)OC)=C[C@@H](C(=O)OC)C3C1=C(C(=O)[C@]3(C)NC(=O)c1ccccc1)[C@@H]2C (stereo not given in full),-3,12,.
NC(C(=O)O)c1nn[nH]n1 (stereo not given),2,-15,.
Cc1ccc(SCC(c2ccccc2)N2CCN(CC(C)C)CCC2=O)cc1 (stereo not given),11,-17,.
CN1CCC(=O)N(C(CSc2ccc(Br)cc2)Cc2ccccc2)CC1 (stereo not given),4,11,.
CCCC[C@H]1CCCO[C@@](C(=O)NCc2ccccn2)(C(F)(F)F)C1,3,20,.
CCC(C)C(NC(=O)OC(C)(C)C)C(=O)NC1COC2CC(n3ccc(NC(C)=O)nc3=O)OC12 (stereo not given),0,24,.
CC(C)(C)OC(=O)N1CCCC1C(=O)NC1COC2CC(n3ccc(=O)[nH]c3=O)OC12 (stereo not given),4,22,.
C[C@@H](C(=O)Nc1ccc2ccccc2c1)[C@H]1C[C@]1(C)[C@H](N)c1ccccc1,-2,13,.
O=C1CN(Cc2ccccc2)S(=O)(=O)c2ccccc21,13,?,.
O=C(NCc1ccccc1)[C@]1(C(F)(F)F)C[C@H](CCC2CCCCC2)CCCO1,0,-14,.
O=C(NCCN1CCOCC1)C1(C(F)(F)F)C/C(=C\CCO)CCCO1 (stereo not given),2,-5,.
COc1cc(-c2oc3cc(O)cc(O)c3c(=O)c2O)ccc1O,0&0,-5,.
C=C1CN(C(C(=O)OC)C(C)C)S(=O)(=O)c2ccc(F)cc21 (stereo not given),0,0,.
COC(=O)C1=C[C@@H](C(=O)OC)C2C3=C(C(=O)[C@]2(C)NC(=O)c2ccccc2)[C@H](C)[C@@H]2C(=O)N(C)C(=O)[C@@H]2[C@@H]3C1 (stereo not given in full),2,-26,.
CC(=O)OCC(NC(=O)C(COCc1ccccc1)NC(=O)OC(C)(C)C)C1OC(n2cc(C)c(=O)[nH]c2=O)C(OC(C)=O)C1OC(C)=O (stereo not given),4,41[activator],.
COC(=O)C1=C[C@@H](C(=O)OC)C2C3=C(C(=O)[C@@]2(C)NC(=O)c2ccccc2)[C@H](c2ccccc2)[C@@H]2C(=O)N(c4ccccc4)C(=O)[C@@H]2[C@@H]3C1 (stereo not given in full),1,-11,.
CCOC(=O)CNS(=O)(=O)c1ccc(F)cc1Br,3,4,.
CCCC/C=C/[C@H](C)[C@@](C)(COC(=O)c1ccc(Br)cc1)Cc1ccccc1,0,-3,.
CC1CC=CC2C1C(=O)N(Cc1ccccc1)C2c1ccoc1 (stereo not given),2,-4,.
COC(=O)C1=C[C@@H](C(=O)OC)C2C3=C(C(=O)[C@@]2(C)NC(=O)c2ccccc2)[C@H](c2ccccc2)n2c(=O)n(-c4ccccc4)c(=O)n2[C@@H]3C1 (stereo not given in full),0,-4,.
# Continuation:
SMILES,Coupling enz,Giardia kill,hERG WT inh
Cc1ccc(F)c(C2C3C=CCC(C)C3C(=O)N2Cc2ccccc2)c1 (stereo not given),2,-13,.
COC(=O)C1=C[C@@H](C(=O)OC)C2C3=C(C(=O)[C@]2(C)NC(=O)c2ccccc2)[C@H](C)n2c(=O)n(C)c(=O)n2[C@@H]3C1 (stereo not given in full),5,-5,.
O=S1(=O)C2CC3CCC2(CN1Cc1ccccc1)O3 (stereo not given),4,-1,.
COCCNC(=O)C1(C(F)(F)F)C/C(=C\Cc2ccccc2)CCCO1 (stereo not given),-1,?,.
CC12CCC=CC1C(c1ccc(F)c(Br)c1)N(Cc1ccccc1)C2=O (stereo not given),9,-7,.
CCCC/C=C/[C@@H](c1ccccc1)C1COC(=O)CC1O (stereo not given in full),7,-9,.
C=C1CCN(C(CC(C)C)C(=O)NCc2ccc(OC)cc2)S(=O)(=O)c2ccccc21 (stereo not given),0,-23,.
COc1ccc(C2/C=C\CN(Cc3ccccc3)C(C)C(=O)N2Cc2ccc(F)cc2)cc1 (stereo not given),0,14,.
CCCOC(=O)N1CCN(/[N+]([O-])=N/Oc2ccc([N+](=O)[O-])cc2[N+](=O)[O-])CC1,1,-9,.
COc1cc(OC)c2c(c1C(CCN1CCCCC1)c1ccc(N(C)C)cc1)OC(=O)CC2c1ccc(N(C)C)cc1 (stereo not given),0,8,.
CCC/C=C1/CCCOC(C(=O)NCC2CC2)(C(F)(F)F)C1 (stereo not given),2,-12,.
CCCC/C=C/[C@H](c1ccccc1)[C@H](CO)Cc1cnc2ccccc2c1,3,0,.
CC1CC=CC2C1C(=O)N(Cc1ccccc1)C2c1ccc(C(F)(F)F)cc1 (stereo not given),2,-7,.
C=CCC(O)[C@H](Cc1cnc2ccccc2c1)[C@H](/C=C/CCCC)c1ccccc1 (stereo not given in full),1,12,.
C/C=C/C(=O)[C@@H](C)[C@@H](/C=C/C[Si](C)(C)C)c1ccccc1,-3,-19,.
CC(=O)OCC(NC(=O)C(COCc1ccccc1)NC(=O)OC(C)(C)C)C1OC(n2cc(F)c(=O)[nH]c2=O)C(OC(C)=O)C1OC(C)=O (stereo not given),1,-7,.
COc1ccc(C2/C=C\CN(C(=O)CC(C)(C)C)C(C)C(=O)N2Cc2ccc(F)cc2)cc1 (stereo not given),-2,-21,.
C=CCN(C(C(=O)OC)C(C)C)S(=O)(=O)C=C (stereo not given),-1,-15,.
C[C@H]1C(=O)N(S(=O)(=O)c2ccccc2[N+](=O)[O-])[C@H]1c1ccc(-c2ccccc2)cc1,11,7,.
CC(C)CC(CSc1ccc(Br)cc1)N1CCN(C)CCC1=O (stereo not given),1,25,.
C#CCOc1ccc(C(=O)N(C)c2ccccc2I)cc1,1,-5,.
CC(=O)c1ccc(-c2c(C3C4C=CCC(C)C4C(=O)N3Cc3ccccc3)ccc3ccccc23)cc1 (stereo not given),-1,-12,.
CCCCCC/C=C/c1ccc(OC)c(C2C3C=CCC(C)C3C(=O)N2Cc2ccccc2)c1 (stereo not given),1,-5,.
COc1ccc(-c2c(C3C4C=CCCC4(C)C(=O)N3Cc3ccccc3)ccc3ccccc23)cc1 (stereo not given),0,0,.
CCN(CC)CCC(c1ccc(N(C)C)cc1)c1c(OC)cc(OC)c2c1OC(=O)CC2c1ccc(N(C)C)cc1 (stereo not given),0,27,.

# 2 compounds picked at random from those above, as already listed:
SMILES,Coupling enz,Giardia kill,hERG WT inh
C[C@H]1C(=O)N(S(=O)(=O)c2ccccc2[N+](=O)[O-])[C@H]1c1ccc(-c2ccccc2)cc1,11,7,.
C/C=C/C(=O)[C@@H](C)[C@@H](/C=C/C[Si](C)(C)C)c1ccccc1,-3,-19,.

# The results go on.
SMILES,Coupling enz,Giardia kill,hERG WT inh
COc1cccc(CN2CC34CCC(CC3S2(=O)=O)O4)c1 (stereo not given),5,13,.
C=CCN(C(C(=O)OC)C(C)C)S(=O)(=O)CCl (stereo not given),1,-10,.
CNC(=O)C1(C(F)(F)F)CC(CCCO)CCCO1 (stereo not given),1,-7,.
CC12CCC=CC1C(c1ccc(F)c(/C=C/c3ccccc3)c1)N(Cc1ccccc1)C2=O (stereo not given),0,9,.
CC(=O)OCC(NC(=O)C(Cc1ccccc1)NC(=O)OC(C)(C)C)C1OC(n2cc(C)c(=O)[nH]c2=O)C(OC(C)=O)C1OC(C)=O (stereo not given),-1,9,.
CC(C)CN1CCC(=O)N(C(CSc2ccc(Br)cc2)c2ccccc2)CC1 (stereo not given),10,-15,.
CN=C1N[C@H](c2ccccc2)N(c2ccccc2)S1,0,11,.
COc1cc(C(CCN2CCCC(C)C2)c2c(OC)cc(OC)c3c(C)cc(=O)oc23)cc(OC)c1OC (stereo not given),-1,-2,.
COC(=O)CN1C(=O)[C@@H]2[C@H](C1=O)[C@@H]1CC(C(=O)OC)=C[C@@H](C(=O)OC)C3C1=C(C(=O)C31CCCCC1)[C@@H]2C (stereo not given in full),0,6,.
COc1ccc(C2/C=C\CN(C(=O)c3ccc(C)cc3)C(Cc3ccccc3)C(=O)N2Cc2ccc(F)cc2)cc1 (stereo not given),-4,29,.
CC(=O)OCC(NC(=O)C(COCc1ccccc1)NC(=O)OC(C)(C)C)C1OC(n2ccc(=O)[nH]c2=O)C(OC(C)=O)C1OC(C)=O (stereo not given),2,2,.
COc1ccc(C2CC(O)(c3ccccc3)Oc3c(C)ccc(C(C)C)c32)cc1 (stereo not given),-3,9,.
COc1ccc(-c2ccc(OC)c(C3C4C=CCC(C)C4C(=O)N3Cc3ccccc3)c2)cc1 (stereo not given),1,7,.
CC1CC=CC2C1C(=O)N(Cc1ccccc1)C2c1ccc(F)c(-c2ccc(N(C)C)cc2)c1 (stereo not given),-4,-15,.
COc1ccc(C2C3C=CCC(c4ccccc4)C3C(=O)N2Cc2ccccc2)cc1Cl (stereo not given),2,-10,.
CCCC/C=C/[C@H](c1ccccc1)[C@H](CO)Cc1ccc([N+](=O)[O-])cc1,-6,-9,.
CC(=O)N1CCOc2ccc(S(=O)(=O)N3CCC(C(=O)NCc4ccc(Cl)cc4)CC3)cc21,.,.,33
COC(=O)Cn1ccnc1[N+](=O)[O-],.,.,-12
CCCCCCN1C[C@@H](n2cc(COC(=O)c3ccccc3)nn2)[C@H](O)C[C@@H]1c1ccc(OC)cc1,.,.,-4
COc1ccc(-c2cc(C(=O)N3CCCCCC3)c3ccccc3n2)cc1OC,.,.,-8
Cc1ncc(C)c2c([N+](=O)[O-])cccc12,.,.,-26
O=C(CCCN1CCN(c2ccccc2)CC1)c1ccc(F)cc1,.,.,34
CCCCCCN1C[C@H](n2cc(C3CC3)nn2)[C@@H](O)C[C@@H]1c1ccc(OC)cc1,.,.,-2
Cc1cc(C)c(C)c(S(=O)(=O)N2CCC(C(=O)NCc3cccs3)CC2)c1C,.,.,2
Cc1ccnn1CCC(=O)N1CCCC(Nc2ccc(C(C)C)cc2)C1 (stereo not given),.,.,14
C[C@H](CO)N1C[C@H](C)[C@@H](CN(C)Cc2ccc3c(c2)OCCN3C)OCc2cnnn2CCCC1=O,.,.,-2
CC1CN(C(=O)COC(=O)c2ccc3ccccc3c2)CC(C)O1 (stereo not given),.,.,-15
CCCCCCn1c(=O)n2n(c1=O)[C@@H]1CN(S(=O)(=O)c3ccc(C)cc3)C[C@]1(O)[C@@H](OC(=O)NCC1CCCCC1)C2,.,.,0
C[C@H](CO)N1C[C@H](C)[C@@H](CN(C)CC2CC2)OCc2cnnn2CCCC1=O,.,.,5
CNC[C@@H]1OCc2ccccc2-c2ccccc2C(=O)N([C@@H](C)CO)C[C@@H]1C,.,.,3

# Given as labelled records: part of the list above.
> CC1CN(C(=O)COC(=O)c2ccc3ccccc3c2)CC(C)O1 (stereo not given)
  Coupling enz: .
  Giardia kill: .
  hERG WT inh: -15
> CCCCCCn1c(=O)n2n(c1=O)[C@@H]1CN(S(=O)(=O)c3ccc(C)cc3)C[C@]1(O)[C@@H](OC(=O)NCC1CCCCC1)C2
  Coupling enz: .
  Giardia kill: .
  hERG WT inh: 0
> C[C@H](CO)N1C[C@H](C)[C@@H](CN(C)CC2CC2)OCc2cnnn2CCCC1=O
  Coupling enz: .
  Giardia kill: .
  hERG WT inh: 5
> CNC[C@@H]1OCc2ccccc2-c2ccccc2C(=O)N([C@@H](C)CO)C[C@@H]1C
  Coupling enz: .
  Giardia kill: .
  hERG WT inh: 3
